# KDM5B inh – inhibitors of human KDM5B histone demethylase; Q9UGL1; KDM5B demethylase, FDH-coupled NADH fluorescence (FDH is formaldehyde dehydrogenase); Potency, µM (doses to about 57.7 µM), inactives show at the top dose activity change, negative = inhibition, most hits filed as inhibitors; hit rate 2.6% among 220,000; AID 1347165; active = well fitted inhibition curve with a large enough effect; inconclusive = small, poorly fitted or top-dose-only effect; inactive = no such curve, though single readings can be large or run the other way; also: 0% is about no effect; nearly all actives have a fitted effect of over 70% in size
#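 KDM5BΔAP (200 nM final) in 50 mM HEPES pH 7.5, 0.01% Tween-20 was preincubated 10 min at RT with compound over a concentration range. Substrate mix (H3K4me3 12.5 µM, α-KG 25 µM, Fe²⁺, ascorbate, NAD⁺, FDH) was added, and NADH fluorescence change over 30 min gave dose-response curves.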
# * hit, by the source's call; i = inactive; ? = inconclusive; & = joins results of further samples; [ ] = another dose, or the depositor's remark. Potency is read from the fitted curve at half-maximal effect.
SMILES,KDM5B inh
COc1ccccc1-c1nc2nccc(-c3ccc(Br)s3)n2n1,?
COc1cccc([S+](=O)([O-])N2CCn3ncc(C(=O)Nc4ccc(Cl)cc4Cl)c3C2)c1,-22.3%[115 µM]
O=C(O)CS(=O)(=O)Cc1ccc(Cl)cc1,14.5%
COc1cccc(C(=O)NC2CCN(c3cc(C(F)(F)F)ncn3)CC2)c1,18.3%
Cc1oc2ncn(CC(C)C)c(=O)c2c1C(=O)NCCc1ccccc1,-8.7%
COc1cc(Cl)ccc1OCc1cc(C(=O)N(C)Cc2cccc3cnccc23)no1,9.9%
Cc1ccc(N(C)S(=O)(=O)c2csc(C(N)=O)c2)cc1C,9.3%
Cc1ccc(NC(=O)N2CCC(CCNC(=O)c3cnccn3)CC2)cc1,-3.2%
Cc1cc(S(=O)(=O)NCc2ccccc2)ccc1OCC(=O)NCc1ccccn1,-3.4%
Cc1nn2c(c1-c1ccccc1OCc1ccccc1)N(C(=O)c1cccnc1)CCC2,12.4%[86.2 µM]
CN(C)c1ccc(C(=O)N2CCCC(COc3ccccc3C(=O)N3CCCC3)C2)cc1 (configuration not stated),25.4%
CCn1nccc1C(=O)N1CCN(C(=O)N2CC3CC(C2)[C@H]2CCCC(=O)N2C3)CC1 (some centres not stated),9.6%
O=C1CC(c2cccc(Cl)c2)CC2=C1C=Nc1ccccc1N2 (configuration not stated),-1.3%
O=C(N/N=C/c1ccc([N+](=O)[O-])cc1)c1cc2ccccc2o1,14.1%
CCn1nc(C(=O)Nc2cc(S(=O)(=O)N(C)C)ccc2OC)c2ccccc2c1=O,-7.1%
C#CCNC(=O)[C@H]1C[C@@H](O)[C@H](O)[C@@H]2N=C(Nc3cccc(C(F)(F)F)c3)S[C@@H]21,-10.1%[86.2 µM]
CC(C)Oc1ccc(CNC(=O)c2cnc3sc(N4CCCCCC4)nn3c2=O)cc1,?
CC(C)(Oc1nn(CCOc2ccccc2)c2ccccc12)C(=O)Nc1cccnc1,-6.8%[86.2 µM]
Cc1c(C(=O)c2ccc[nH]2)oc2ccc(F)cc12,-1.0%
O=C(c1cc(-c2ccc(F)cc2)n[nH]1)N1CCC(OCC2CC2)C1 (configuration not stated),-16.6%
Cc1noc([C@@H]2CN(Cc3c(F)cccc3F)C[C@H]2CO)n1,0.0%
COCCn1cc(C(=O)NC2CCCc3c2[nH]c2c(Cl)cccc32)c2ccccc2c1=O (configuration not stated),?
O=C(CNC(=O)c1ccc2c(c1)OCO2)N/N=C/c1cc(Br)ccc1O,-19.5%
CCCn1cc(S(=O)(=O)c2cccc(Cl)c2)c(=O)c2cc(F)c(N3CCCC3)cc21,?
COc1ccc(S(=O)(=O)NCC2CC3C=CC2C3)cc1OC (configuration not stated),8.2%
CN(CC1CCOCC1)C(=O)Cc1ccc(F)cc1,14.1%
CC1(C)CC(NC(=O)c2nc(-c3ccc4[nH]ccc4c3)no2)CC(C)(C)N1,14.8%
COc1ccc(CCNC(=O)c2cc(C)oc2C)cc1,-3.4%
CC(C)c1ccc(CNC(=O)c2cc3c(s2)CCCC3)cc1,83.9%[activator]
CCOC(=O)c1cc(S(=O)(=O)Nc2ccc(OCc3ccccc3)cc2)[nH]n1,-2.7%
CCn1ccnc1CN(C)Cc1cn(-c2ccccc2C)nc1-c1ccc(OC)c(F)c1,-15.8%
Cn1c(=O)c2c(nc(N3CCOCC3)n2CCCN)n(C)c1=O,-5.7%
CC(Oc1ccccc1F)C(=O)NCC1(N2CCOCC2)CCCCC1 (configuration not stated),-15.5%
COc1cc(-c2ccno2)ccc1S(=O)(=O)N1CCN(c2ccc(C(C)=O)cc2)CC1,-0.2%&-9.1%
COC(=O)c1nnn(CC(=O)Nc2ccccc2Cl)c1C(=O)OC,-0.6%
COCCN1C(=O)c2ccccc2C(C(=O)Nc2nc3ccccc3[nH]2)C12CCCC2 (configuration not stated),?

# Part of the list above, with each value named:
structure: CC(Oc1ccccc1F)C(=O)NCC1(N2CCOCC2)CCCCC1 (configuration not stated)
  KDM5B inh: -15.5%
structure: COc1cc(-c2ccno2)ccc1S(=O)(=O)N1CCN(c2ccc(C(C)=O)cc2)CC1
  KDM5B inh: -0.2%&-9.1%

# Arranged by value in KDM5B inh (falling): some entries from above.
SMILES,KDM5B inh
CN(CC1CCOCC1)C(=O)Cc1ccc(F)cc1,14.1%
COc1ccc(CCNC(=O)c2cc(C)oc2C)cc1,-3.4%
CC(Oc1ccccc1F)C(=O)NCC1(N2CCOCC2)CCCCC1 (configuration not stated),-15.5%

# Carrying on:
SMILES,KDM5B inh
Cc1ccc(CNC(=O)c2ccc3c(c2)CN(C2CCSCC2)CCO3)cc1,-10.2%
Cc1cc(F)ccc1OC1CN(Cc2ccc(F)cc2)C1,-0.4%[86.2 µM]
CCCn1c2ccccc2c2cn[nH]c(=O)c21,?
Cc1cc(C)c(NC(=O)Cn2c(=O)n(CCC(=O)N3CCc4ccccc4C3)c(=O)c3ccccc32)c(C)c1,-5.3%
O=C(Nc1c(Cl)cc(Cl)cc1Cl)C12CC3CC(CC(C3)C1)C2,17.7%
CN1C(=O)C2(CCN(C(=O)c3cn[nH]c3-n3cnnn3)CC2)c2ccccc21,37.9%[activator]
CO[C@H]1C(=O)N(C(C)C)[C@H]1C1CCN(S(=O)(=O)c2c(C)nn(C)c2C)CC1,80.0%[activator]
O=C(NCc1ccccc1Cl)C1CCN(C(=O)N2CCOc3ccccc32)CC1,-1.4%
Cc1cccc(N2CCN(C(=O)c3ccc4c(c3)N(Cc3ccccc3)C(=O)c3ccccc3S4(=O)=O)CC2C)c1 (configuration not stated),-7.2%
CCCn1c2ccccc2c2cnn(CC(=O)N3CCN(c4ccccc4F)CC3)c(=O)c21,-13.9%
CN(Cc1cnccn1)C(=O)CC1C(=O)NCCN1Cc1c(F)cccc1Cl (configuration not stated),?
Cn1ccc2c(C(=O)NCCc3cnc[nH]3)nc(-c3cccnc3)cc21,i
CC(C)n1nc(C(=O)N2CCN(c3ncccn3)CC2)c2ccccc2c1=O,-10.1%
CCCCC(Sc1nc2cc3c(cc2c(=O)n1CCCC(=O)NCc1ccc(OC)cc1)OCO3)C(=O)OCC (configuration not stated),-10.9%
Cn1nccc1C(=O)NCCC1CCN(C(=O)Nc2cc(F)ccc2F)CC1,-7.6%
Cc1ccc2nc(CN(C)C(=O)c3ccc(C)c(N4CCNC4=O)c3)[nH]c2c1,9.1%
CCCc1cc(=O)n2[nH]c(NC(=O)c3ccc(C(C)(C)C)cc3)nc2n1,?
Cc1nn(S(=O)(=O)c2ccc(C(C)(C)C)cc2)c(C)c1S(=O)(=O)N1CCCCCC1,?
COCCOc1ccnc(-c2noc([C@@H]3CCCN3Cc3ccc4c(c3)OCO4)n2)c1,?
Cc1nn(-c2nc(CC(=O)Nc3ccccc3F)cs2)c(C)c1Cc1ccccc1,-5.2%
COc1ccc(C)cc1Nc1nc(N)c(C(=O)c2ccc(C)cc2C)s1,-8.0%
Cc1ncsc1C1N(C2CCN(C(=O)COc3ccccc3)CC2)C(=O)C12CCCC2 (configuration not stated),-16.6%
CCn1cnc2c1c(=O)n(CC(=O)Nc1ccc(OC)c(OC)c1)c(=O)n2Cc1ccccc1,-0.6%
CCC1(c2ccc(NC(=O)c3cccc(OC)c3)cc2)CCC(=O)NC1=O (configuration not stated),11.5%
Cc1ccc(-c2cc(C(=O)NCCCN(C)C)c3ccccc3n2)cc1,?
COc1ccc(S(=O)(=O)N2CCC(n3cnnc3C)CC2)cc1Cl,-6.2%
Cc1ccsc1C(=O)/C(C#N)=C\c1ccc(OC(F)F)cc1,?
CCOC(=O)C[C@@H]1CCN(C(=O)c2ccccc2)C[C@@H]1CCN1CCC[C@H]1C(N)=O,-7.4%[86.2 µM]
CCc1ccc(CNC(=O)c2cccn3c(=O)c4ccccc4nc23)cc1,-28.8%
O=C(N/N=C/c1ccc(Br)s1)c1cccs1,-14.2%
CCc1nnsc1C(=O)N(C)Cc1ccccc1Cl,-4.8%
CS(=O)(=O)N1CCC(C2CCN(Cc3cccs3)C2)CC1 (configuration not stated),-17.3%
Cc1ccc(CN2CCCN(Cc3cc(C)ccc3C)S2(=O)=O)cc1,12.5%
CCN(CC)C(=O)C(NC(=O)c1ccc(C)cc1)C1CCN(C(=O)c2cccc(OC)c2)CC1 (configuration not stated),3.7%
CS(=O)(=O)N1CCC(C2CCN(Cc3ccncc3)C2)CC1 (configuration not stated),?
CCc1ccc(C2CC(=O)N3CN(Cc4ccccc4)CSC3=C2C#N)cc1 (configuration not stated),?
CC(=O)c1ccc(NC(=O)CN2C(=O)c3cccnc3Sc3ccccc32)cc1,?
CCOC(=O)c1cc2c(=O)n3ccccc3nc2n(CC(C)C)c1=NC(=O)COc1ccc(Cl)cc1,?
O=C(NCc1ccccc1)N1CCC(Cc2nc(-c3ccccc3)n[nH]2)C1 (configuration not stated),2.5%
CC1CCN(S(=O)(=O)c2ccc3c(c2)oc(=O)n3CC(=O)O)CC1,?
O=C(NCc1ccc(C(F)(F)F)cc1)[C@@H]1Cc2nc[nH]c2CN1Cc1ccccn1,?
O=S(=O)(Cc1ccc(Cl)cc1)Cc1ccnc(Cl)c1,-7.1%
COc1ccc(CNC(=O)c2ccc(OC(C)=O)cc2)cc1,-2.3%
CC(C)CNC(=O)NC(=O)CN(C(C)C)C1CC1,18.8%
CCCNc1nc(-c2ccc([N+](=O)[O-])cc2)c(C(=O)Nc2ccccc2)s1,6.8%
O=C(CN=C1NS(=O)(=O)c2ccccc21)NCCc1ccccn1,2.6%
O=C(Nc1ccc(Cl)cc1)c1ccc2c(c1)N(Cc1ccccc1)C(=O)c1ccccc1S2(=O)=O,?
CN(Cc1ccccc1)S(=O)(=O)c1nnc(NC(=O)c2cccc(Cl)c2)s1,-25.6%
O=C(Cn1cnnn1)NCc1ccc(-c2cnc3c(Oc4ccccc4)nccn23)cc1,?
COc1ccc(Cl)cc1-c1ccc2c(c1)C(=O)N1CC[C@H](NC(=O)c3cccs3)[C@H]1C(=O)N2,25.1µM*
CCn1nccc1C(=O)Nc1cccc(-c2nnc3n2CCCC3)c1,-1.6%
COc1ccc(C(=O)NCC(c2cccs2)S(=O)(=O)c2cccs2)cc1 (configuration not stated),?
C[S+](=O)([O-])N1CC2ON=C(C(=O)NCc3ccc(F)cc3)C2C1 (configuration not stated),31.2%[activator][115 µM]
O=C(CCc1ccc(-c2ccc(Cl)cc2)[nH]1)N[C@@H]1C[C@@H]2OCC[C@@H]21,31.6µM*
Cc1cc(C)cc(NC(=O)CSc2nc3nc(C)cc(C)n3n2)c1,8.0%
CCn1c(SCc2nc(-c3ccccc3Cl)oc2C)nc2c(=O)[nH]cnc21,20.1%
CN(Cc1cc2ccccc2s1)C(=O)c1cc(CN2CCCC(O)C2)on1 (configuration not stated),-8.6%
COc1ccc(NC(=O)Cn2c(=O)n(-c3ccc(OC)cc3)c(=O)c3sc4ccccc4c32)cc1,?
O=C(Cn1cnc2ccc(Cl)cc2c1=O)N(Cc1cccs1)c1ccc2c(c1)OCCO2,-7.9%
COc1ccccc1CN1Cc2cc(NC(=O)C3CCCC3)ccc2OC(C)C1=O (configuration not stated),-7.1%

# Shown as a hit in KDM5B inh (from the list above):
SMILES,KDM5B inh
COc1ccc(Cl)cc1-c1ccc2c(c1)C(=O)N1CC[C@H](NC(=O)c3cccs3)[C@H]1C(=O)N2,25.1µM*
O=C(CCc1ccc(-c2ccc(Cl)cc2)[nH]1)N[C@@H]1C[C@@H]2OCC[C@@H]21,31.6µM*

# Later entries:
SMILES,KDM5B inh
COc1cc(NC(=O)CSc2nnc(-c3ccccc3OC)n2-c2ccccc2)cc(OC)c1,-8.3%
Cc1ccc(-c2cnc(CCC(=O)NCc3ccco3)o2)cc1C,-10.8%
COc1ccccc1NC(=O)CN1C(=O)CCSc2ccccc21,-0.4%
Cc1ccc2[nH]cc(CCNC(=O)c3ccc(C(F)(F)F)cc3)c2c1,1.3%
CCn1nc(CC(C)C)cc1C(=O)N1CCCC1c1nonc1C (configuration not stated),-1.3%
Cc1nc2nc(NCc3ccc(Br)cc3)[nH]n2c(=O)c1Cc1ccccc1,?
COc1ccc(C(=O)N2CCCN(C)c3ccccc32)c(OC)c1,-27.9%
Cc1nc2cc(NC(=O)COc3cc(Cl)ccc3Cl)ccc2o1,-6.7%
Cc1ccc(C(=O)Nc2ccc3nc(SCC(=O)N4CCc5ccccc54)sc3c2)cc1,-14.9%
O=C(Nc1ccccc1N1CCCC1)c1cc(Cl)c2c(c1)OCCO2,-3.4%
O=C(OC1CCCCC1=O)c1ccc(Cl)c(Cl)c1 (configuration not stated),17.6%
Cc1noc(C)c1[S+](=O)([O-])N1CC(Oc2ccc(F)cc2F)C1,-2.8%[149 µM]
O=C(N/N=C/c1ccc([N+](=O)[O-])o1)C(O)c1ccccc1 (configuration not stated),-0.9%
Cc1cc(OCC(=O)Nc2ccc3c(c2)OCCO3)c2c(C)c(C)c(=O)oc2c1,-2.0%
CN=C1S/C(=C\c2cccc(Cl)c2Cl)C(=O)N1C,2.8%
CCOc1ccc(NC(=O)Cn2c(=O)n(CCCC(=O)NC3CCN(Cc4ccccc4)CC3)c(=O)c3ccccc32)cc1,31.9%
Cc1ncoc1C(=O)NC1CC(C)(C)Cc2nc(C(C)(C)C)ncc21 (configuration not stated),-10.3%
COc1ccc(-c2ccc3nc(-c4ccccc4Cl)oc3c2)c(OC)c1OC,i
COc1ccccc1-c1nn(-c2ccccc2)cc1C(=O)NCC(C(C)C)N1CCOCC1 (configuration not stated),13.4%
COCCn1c(C)cc(C(=O)CSc2nnc(-c3ccccc3OC)n2-c2ccc(Cl)cc2)c1C,7.3%
CCN(C(=O)C(=O)Nc1ccc2nc3n(c(=O)c2c1)CCCCC3)c1ccc(F)cc1,-13.7%
Cc1nc(-c2ccccc2)sc1C(=O)NC1CCC(C(F)(F)F)CC1 (configuration not stated),2.5%

# Screens as filed in PubChem BioAssay.

# Not all compounds are listed; rates above refer to the full screens.
